Compound activity from PubChem.
TRPC4 PAM – positive allosteric modulators of TRPC4, primary screen, cell-based, mouse TRPC4beta, HEK293 mu-opioid, Fluo-4 calcium; DAMGO EC20, Fluo-4 Ca2+ flux; hits give high values; Short transient receptor potential channel 4 (Mus musculus), Q9QUQ5; 310,000 tested, 0.42% active; B-score at 10 µM;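 active means B-score of calcium response area above 5 SD of library B-scores, with initial fluorescence ratio within 5 SD of library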;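 further: B-score of integrated fluorescence ratio over time as area under calcium response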
ANO1 activ – TMEM16A chloride channel activators or potentiators, primary screen, cell-based, HTS; B-score at 10 µM; HEK293 TMEM16A/YFP-H148Q/I152L, iodide quench fluorescence; hits give low values; 340,000 tested, 0.3% active;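 active means fluorescence-ratio B-score plate-corrected deviation score at least 3 library SD below zero, with starting fluorescence score within 5 deviations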;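 further: channel opened by trigger with iodide after compound preincubation; score built on the fluorescence ratio of max minus min over baseline; more negative score means more quench and so TMEM16A activation or potentiation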
Target sequence (Q8BHY3 whole entry, looked up): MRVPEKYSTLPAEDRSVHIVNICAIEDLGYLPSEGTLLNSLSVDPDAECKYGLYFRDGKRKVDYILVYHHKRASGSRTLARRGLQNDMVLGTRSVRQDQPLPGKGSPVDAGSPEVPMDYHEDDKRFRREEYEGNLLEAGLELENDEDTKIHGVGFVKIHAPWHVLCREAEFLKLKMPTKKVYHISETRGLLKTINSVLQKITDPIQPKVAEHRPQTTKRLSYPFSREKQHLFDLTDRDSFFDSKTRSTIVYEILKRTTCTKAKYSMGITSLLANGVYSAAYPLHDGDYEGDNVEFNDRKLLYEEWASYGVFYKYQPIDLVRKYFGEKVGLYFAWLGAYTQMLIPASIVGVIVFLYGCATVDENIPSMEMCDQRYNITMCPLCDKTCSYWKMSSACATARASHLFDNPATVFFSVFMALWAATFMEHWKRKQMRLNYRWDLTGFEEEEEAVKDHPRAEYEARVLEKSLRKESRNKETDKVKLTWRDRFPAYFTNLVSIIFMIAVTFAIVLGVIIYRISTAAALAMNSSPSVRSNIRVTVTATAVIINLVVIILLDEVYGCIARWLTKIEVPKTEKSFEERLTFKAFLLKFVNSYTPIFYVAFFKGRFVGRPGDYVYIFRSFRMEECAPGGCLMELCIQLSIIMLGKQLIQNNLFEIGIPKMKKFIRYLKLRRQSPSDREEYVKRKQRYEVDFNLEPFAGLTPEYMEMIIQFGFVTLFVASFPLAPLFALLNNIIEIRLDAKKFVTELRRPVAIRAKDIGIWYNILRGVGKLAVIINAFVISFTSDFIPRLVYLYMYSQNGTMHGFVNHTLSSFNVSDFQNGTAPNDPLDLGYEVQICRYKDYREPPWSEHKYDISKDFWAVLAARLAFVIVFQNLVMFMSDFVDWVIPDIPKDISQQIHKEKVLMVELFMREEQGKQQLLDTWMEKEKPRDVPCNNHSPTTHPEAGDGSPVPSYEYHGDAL
TRPC4 agonist – activators of mouse TRPC4 channel, primary screen, Fluo4 calcium, HEK293 TRPC4beta/mu-opioid cells. 310,000 tested, 0.49% active. B-score at 10 µM. Fluo4 calcium fluorescence; hits give high values. AID 2237, 2010. Short transient receptor potential channel 4 (Mus musculus), Q9QUQ5;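 active means B-score above 5 SD of library B-scores, and initial fluorescence ratio not above library mean plus 5 SD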;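 further: positive B-score marks a calcium rise read as TRPC4 activation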
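System – HEK293 cells stably co-expressing mouse TRPC4beta and mu-opioid receptor · Signal – Fluo4 calcium-sensitive dye fluorescence, kinetic, 1 Hz baseline · Benchmarks – buffer (low) and maximal DAMGO (high) · Read-out – B score of integrated fluorescence ratio per well · Incubation – dye loading 45 min room temperature, 110 s kinetic read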
ANO1 block – TMEM16A chloride channel inhibitors, primary screen, cell-based, HTS; 310,000 tested, 1.2% active; Anoctamin-1 (Mus musculus), Q8BHY3; HEK293 TMEM16A/YFP iodide influx fluorescence, ionomycin; AID 588511, 2011; normalized B-score (activity score, 25-100; higher = stronger inhibition) at 10 µM;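 active means ratio plate-corrected score three or more library SD toward inhibition, starting fluorescence score within five deviations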;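 further: score derived from kinetic fluorescence span divided by baseline fluorescence per well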
TRPC6 act – mouse TRPC6 channel activators, primary screen, cell-based, HEK293, membrane potential dye; Short transient receptor potential channel 6 (Mus musculus), Q61143; HEK293-TRPC6 membrane potential dye fluorescence; hits give high values; 310,000 tested, 0.13% active; B-score at 10 µM;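 active means B-score of the integrated fluorescence ratio above library mean plus 3 SD, and starting fluorescence ratio within library mean plus 5 SD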;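 further: higher score means more depolarization so channel activation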
TRPC6 inh – mouse TRPC6 channel inhibitors, primary screen, cell-based, HEK293, membrane potential dye | Short transient receptor potential channel 6 (Mus musculus), Q61143 | ACh-evoked depolarization; hits give low values | B-score at 10 µM | 310,000 tested, 1.1% active | AID 2553, 2010;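 active means B-score under library mean minus 3 SD, initial fluorescence not abnormally high, positive integrated signal ratio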;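 further: B-score derived from integrated fluorescence ratio over the kinetic read; more negative B-score means stronger inhibition of depolarization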
MrgX1 antag – antagonists of human MrgX1 receptor, primary screen, HEK293 cells, Fluo-4 calcium flux | Mas-related G-protein coupled receptor member X1 (Homo sapiens), Q96LB2 | BAM8-22 antagonism; hits give low values | B-score at 10 µM | 310,000 tested, 1.3% active;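 active means calcium-response B-score plate-corrected more than 3 library SD below zero, starting fluorescence within 5 deviations, no agonist response on first addition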;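 further: peak minus trough fluorescence over baseline after final BAM8-22 challenge near maximal dose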
MrgX1 allo act – positive allosteric modulators of MrgX1, primary screen, HEK293 cells, Fluo-4 calcium flux | Mas-related G-protein coupled receptor member X1 (Homo sapiens), Q96LB2 | FDSS; hits give high values | B-score at 10 µM | 310,000 tested, 0.63% active | AID 588675, 2011;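 active means plate-corrected calcium response at least 3 library SD above typical, normal starting fluorescence, not activating the receptor alone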;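 further: compound read alongside a low EC10 to EC30 dose of BAM8-22 agonist; peak minus trough fluorescence over baseline measured at the second addition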
RGS4 block – RGS4 inhibitors, primary screen, cell-based, HEK293 M3R inducible RGS4, calcium flux | Regulator of G-protein signaling 4 (Homo sapiens), P49798 | Fluo-4 calcium flux; hits give high values; triggered by carbachol at its EC20 | B-score at 10 µM | 310,000 tested, 0.45% active | AID 463165, 2010;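 active means B-score, a plate-corrected calcium signal, over three deviations above library mean, with baseline fluorescence within five deviations of library mean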;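 further: RGS4 expression induced by doxycycline in cells with stable M3 receptor; B-score is computed from the integrated fluorescence ratio over baseline after carbachol; higher B-score means a larger calcium signal and so more RGS4 inhibition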
TRPC4 block – inhibitors of mouse TRPC4 channel, primary screen, Fluo4 calcium, HEK293 TRPC4beta/mu-opioid cells; Short transient receptor potential channel 4 (Mus musculus), Q9QUQ5; DAMGO-evoked Fluo4 calcium flux; hits give low values; B-score at 10 µM; 300,000 tested, 0.39% active; AID 2247, 2010;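 active means B-score over 3 SD under the library average, no early fluorescence shift, positive overall ratio signal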
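Material: HEK293 cells with stable TRPC4beta plus mu-opioid receptor expression / Probe or stimulus: DAMGO in two steps, submaximal then maximal / Compound: single concentration per test compound / Technique: kinetic Fluo4 fluorescence imaging of calcium influx / Read-out: per-well B score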
MrgX1 ag – agonists of human MrgX1 receptor, primary screen, HEK293 cells, Fluo-4 calcium flux | Mas-related G-protein coupled receptor member X1 (Homo sapiens), Q96LB2 | Fluo-4 calcium fluorescence, agonist mode; hits give high values | B-score at 10 µM | 310,000 tested, 0.44% active;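 active means calcium response B-score plate-corrected fluorescence ratio at least 3 library SD, with starting fluorescence B-score inside 5 SD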
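Material – MrgX1-expressing HEK293 cells · Input – 15,000 cells seeded per well · Dosing – compound as first of three additions · Times – overnight seeding, then 1 h dark dye loading · Measured by – kinetic Fluo-4 NW fluorescence of intracellular calcium · Read-out – B-scored fluorescence response ratio · Benchmarks – positive and negative control wells on each plate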
* hit, by the source's call; i = inactive; . = not tested or not shown.

SMILES	TRPC4 PAM	ANO1 activ	TRPC4 agonist	ANO1 block	TRPC6 act	TRPC6 inh	MrgX1 antag	MrgX1 allo act	RGS4 block	TRPC4 block	MrgX1 ag
CC(=O)Nc1ccc(C(=O)NNC(=O)c2cc([N+](=O)[O-])cc([N+](=O)[O-])c2)cc1	i	i	i	i	i	i	i	i	i	i	i
COc1ccc(C(CC(=O)NCc2ccccc2)C(C)C)cc1 (configuration not stated)	i	i	i	i	i	i	i	i	i	i	i
Cn1c(=O)c2c(nc(NCCCO)n2Cc2cccc(Br)c2)n(C)c1=O	i	i	i	i	i	i	i	i	i	i	i
Cn1cc(/C=C/c2cc[n+](C)cc2)c2cc(Cl)ccc21	i	i	i	i	i	i	i	i	i	i	i
Cc1cccc2cc3c(nc12)-c1ccccc1C3=O	i	i	i	i	i	i	i	i	i	i	i
CCc1ccc(-c2nc(CN3CCC(C(=O)NCc4ccco4)CC3)c(C)o2)cc1	i	.	i	i	i	i	i	i	i	i	i
O=C(N/N=C1\C(=O)c2cccc3cccc1c23)c1ccc(O)cc1	i	i	i	i	i	i	i	i	i	i	i
O=C(COC(=O)c1ccccc1C(=O)N1CCN(c2ccc(F)cc2)CC1)NCc1ccccc1	i	i	i	i	i	i	i	i	i	i	i
C/C(=C\c1ccccc1)C(=O)Nc1nccs1	i	i	i	.	i	i	.	.	i	i	.
Cc1onc(-c2ccc(Cl)cc2Cl)c1C(=O)/C=C/N(C)C	i	i	i	i	i	i	i	i	i	i	i
CN(C)CCCN1C(=O)C(=O)/C(=C(/O)c2ccncc2)C1c1cccnc1 (configuration not stated)	i	i	i	.	i	i	.	.	i	i	.
COc1ccccc1C(=O)NCc1ccc2c(c1)OCO2	i	i	i	i	i	i	i	i	i	i	i
Cc1cccc(C(=O)Nc2cccc(C(=O)Nc3cc(C)ccn3)c2)c1	i	i	i	i	i	i	i	i	i	i	i
CN(C)c1nc(N)nc(CSc2nc3cc(Cl)ccc3o2)n1	i	i	i	i	i	i	i	i	i	i	i
Cc1ccccc1Nc1nccc(N(C)C)c1C#N	i	i	i	i	i	i	i	i	i	i	i
O=C(CC(c1ccccc1)c1cc(Cl)ccc1O)NCCN1CCOCC1 (configuration not stated)	i	i	i	i	i	i	i	i	i	i	i
O=C(CSc1nc2ccccc2c(=O)[nH]1)Nc1ccccc1C(F)(F)F	i	i	i	i	i	i	i	i	i	i	i
COc1cc(NS(=O)(=O)c2ccc(Br)s2)cc(OC)c1	i	i	i	25*	i	i	i	i	i	i	i
CC(=O)Nc1ccc(NC(=O)C(C)OC(=O)c2ccc(C)s2)cc1 (configuration not stated)	i	i	i	i	i	i	i	i	i	i	i
Cc1ccc(NC(=O)CN(C)C(=O)COc2ccc(C(=O)c3ccc(F)cc3)cc2)cc1	i	i	i	i	i	i	i	i	i	i	i
Cc1cc(NC(=O)CS(=O)(=O)c2cn(Cc3ccccc3Cl)c3ccccc23)no1	i	i	i	i	i	i	i	i	i	i	i
CC1CCN(S(=O)(=O)c2ccc(NC(=O)CN3C(=O)NC(C)(c4ccccc4)C3=O)cc2)CC1 (configuration not stated)	i	i	i	i	i	i	i	i	i	i	i
Cc1cccc(N2CCN(C(=O)C3CC(=O)N(C4CCCC4)C3)CC2)c1C (configuration not stated)	i	i	i	i	i	i	i	i	i	i	i
C/C(=N\NC(=O)C1CC1)c1ccc(OC(F)F)cc1	i	i	i	i	i	i	i	i	i	i	i
Cc1cnn(-c2cc(N/N=C/c3ccccc3F)ncn2)c1	i	i	i	i	i	i	i	i	i	i	i
CCOC(=O)c1[nH]c2ccc(C)cc2c1N	i	i	i	i	i	i	i	i	i	.	i
COc1cc2c(cc1OC)CN(C(=O)C(CCSC)NS(=O)(=O)c1ccc(C)cc1)CC2 (configuration not stated)	i	i	i	i	i	i	i	i	i	i	i
O=C(CNC1CCCCC1)Nc1ccc(Cl)cc1	i	i	i	i	i	i	i	i	i	i	i
N=C(c1cccc([N+](=O)[O-])c1)N1CCCCCC1	i	i	i	i	i	i	i	i	i	i	i
COc1ccc(CCN2C(=NC(=O)C(C)C)SC3CS(=O)(=O)CC32)cc1OC (configuration not stated)	i	i	i	i	i	i	i	i	i	i	i
Cc1ccc(CNC(=O)CSc2ccc(-c3cccs3)nn2)cc1	i	i	i	i	i	i	i	i	i	i	i
Cc1cc(NC(=O)COC(=O)c2cccc(OCc3ccccc3)c2)no1	i	i	i	i	i	i	i	i	i	i	i
O=C(CN1C(=O)COc2ccc(S(=O)(=O)N3CCOCC3)cc21)NCc1ccccn1	i	i	i	i	i	i	i	i	i	i	i
COCc1nnc(NS(=O)(=O)c2ccccc2)s1	i	i	i	i	i	i	i	i	i	i	i
C=CCn1c(N)cc(=O)nc1SCC(=O)Nc1ccccc1C(N)=O	i	i	i	i	i	i	i	i	i	i	i
COc1ccccc1C(=O)Nc1ccc(S(=O)(=O)N2CCCCC2c2cccnc2)cc1 (configuration not stated)	i	i	i	i	i	i	i	i	i	i	i
CN(Cc1nccn1C)C(=O)CC1C(=O)NCCN1CC(c1ccccc1)c1ccccc1 (configuration not stated)	i	i	i	i	i	i	i	i	i	i	i
S=c1[nH]nc(-c2ccccn2)n1/N=C/c1cccs1	i	i	i	i	i	i	i	i	i	i	i
CCOc1nc(Nc2ccccc2F)nc(OCC)n1	i	i	i	i	i	i	i	i	i	i	i
O=C(O/N=C1\CCCc2ccccc21)c1cccs1	i	i	i	i	i	i	i	i	i	i	i
COc1ccc(CN2CCN(C(=O)c3cc(-c4cccnc4)nc4ccc(Cl)cc34)CC2)c(OC)c1OC	i	i	i	i	i	i	i	i	i	i	i
O=C(Cn1c(=O)oc2cccnc21)Nc1ccccc1Oc1ccc(Cl)cc1Cl	i	.	i	i	i	i	i	i	i	i	i
c1ccc(-c2csc3ncn4cnnc4c23)cc1	i	i	i	i	i	i	i	i	i	i	i
COc1ccc(/C=N/N2CCN(c3ccccc3OC)CC2)cc1Br	i	i	i	i	i	i	i	i	i	i	i
COc1ccc2c(C)cc(SCC(=O)Nc3ccc(Cl)cn3)nc2c1	i	i	i	i	i	i	i	i	i	i	i
c1ccc(Sc2ncccn2)nc1	i	i	i	i	i	i	i	i	i	i	i
CCSC1=C(C#N)C(=O)n2c1cc1c2CCCC1	i	i	i	i	i	i	i	i	i	i	i
CN1CCN(S(=O)(=O)c2cccc(C(=O)Nc3nccs3)c2)CC1	i	i	i	i	i	i	i	i	i	i	i
CC(=O)Nc1ccc(S(=O)(=O)Nc2ccccc2C(=O)N2CCCC2)cc1	i	i	i	i	i	i	i	i	i	i	i
CN(Cc1ccccc1)C(=O)c1cccc(NC(=O)c2ccco2)c1	i	i	i	i	i	i	i	i	i	i	i
O=C(Cc1ccccc1)N1CCC(c2nc3ccccc3[nH]2)CC1	i	i	i	i	i	i	i	i	i	i	i
COc1ccc(C=O)cc1COc1ccc(Cl)cc1[N+](=O)[O-]	i	i	i	i	i	i	i	i	i	i	i
Cc1ccc(C)c(OCC(=O)Nc2ccc3c(c2)OCO3)c1C	i	i	i	i	i	i	i	i	i	i	i
CCCCOc1ncnc2c1[nH]c1ccc(OC)cc12	i	.	i	i	i	i	i	i	i	i	i
COc1ccccc1CN(C)C(=O)CN1C(=O)c2ccccc2C1=O	i	i	i	i	i	i	i	i	i	i	i
Cc1ccc2nc3sc(C(=O)Nc4c(C)[nH]c(=O)[nH]c4=O)c(N)c3cc2c1	i	i	i	i	i	i	i	i	i	i	i
CC(=O)c1sc2nc(-c3cccs3)ccc2c1N	i	i	i	i	i	i	i	i	i	i	i
COc1cc(S(=O)(=O)N2CCOCC2)cc(C(=O)c2nccn2C)c1OC	i	i	i	i	i	i	i	i	i	i	i
COc1ccc([N+](=O)[O-])cc1NC(=O)c1cncc(Br)c1	i	i	i	i	i	i	i	i	i	i	i
Cc1ccc(N2CC(C(=O)N3CCc4ccccc43)CC2=O)cc1 (configuration not stated)	i	i	i	i	i	i	i	i	i	i	i
Continued.
SMILES	TRPC4 PAM	ANO1 activ	TRPC4 agonist	ANO1 block	TRPC6 act	TRPC6 inh	MrgX1 antag	MrgX1 allo act	RGS4 block	TRPC4 block	MrgX1 ag
COC(=O)Nc1nnc(SCc2ccc(C)cc2)s1	i	i	i	i	i	i	i	i	i	i	i
CCCn1c(=O)c2c(c3ccccc31)OCC(=O)N2	i	i	i	i	i	i	i	i	i	i	i
Cc1ccc(-c2nn(CCC(=O)NCC3CCCO3)c(=O)c3ccccc23)cc1 (configuration not stated)	i	i	i	i	i	i	i	i	i	i	i
Cn1cnnc1SC(C(=O)Nc1cccc(C(F)(F)F)c1)c1ccccc1 (configuration not stated)	i	i	i	i	i	i	i	i	i	i	i
O=C(COc1ccc2c3c(c(=O)oc2c1)CCCC3)NCCN1CCOCC1	i	i	i	i	i	i	i	i	i	i	i
O=C(O)CC1S/C(=N/N=C/c2ccc(-c3ccccc3[N+](=O)[O-])o2)NC1=O (configuration not stated)	i	i	i	i	i	i	i	i	i	i	i
COc1ccc(N2CC(C(=O)NCc3ccccc3)CC2=O)cc1 (configuration not stated)	i	i	i	i	i	i	i	i	i	i	i

Compounds were not picked by outcome; about 5.8% have a hit in one of these screens.
